PG9 Ab binder – PG9 antibody binding by small molecule; TR-FRET gp120-PG9 antibody binding; inhibition, % at 6.7 µM; 360,000 tested, 0.43% active; AID 624416; in the data active = inhibition above about 8.5%
ssDAF12 agonist – activators of S. stercoralis DAF-12 nuclear receptor | HEK293 ssDAF-12/GRIP1 lit1-tk-luc reporter, luminescence; % of 3 µM dafachronic acid response | activation, % at 6.8 µM | 370,000 tested, 1% active | AID 652126;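 active = activation above the mean over all tested compounds plus 3 SD, cut at about 0.9% in these data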;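 note: 0% = DMSO-only wells and 100% = 3 µM delta7-dafachronic acid wells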
DAX1 inh-1 – blocks DAX1 repression of SF-1 activated StAR promoter; HEK293T StAR-luciferase reporter, SF-1/DAX-1 repression relief; 370,000 tested, 1.1% active; AID 652010; inhibition, % at 6.8 µM;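 active = inhibition above the mean over all tested compounds plus 3 SD, cut at about 3.6% in these data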;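 note: 0% = DAX-1 cells with DMSO and 100% = cells lacking DAX-1 with DMSO; higher inhibition means more luminescence from relief of DAX-1 repression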
GAA850 FXN act – activators of GAA850 frataxin (FXN) promoter | HEK293 lucGAA850 FXN promoter luciferase reporter, 24 h; percent of 10 µM SAHA response | activation, % at 6 µM | 360,000 tested, 0.56% active | AID 540364;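 active = activation above the average of all compounds screened plus 3 SD, cutoff fixed separately per campaign, cut at about 7.5% in these data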;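 note: 0% = DMSO wells and 100% = 10 µM SAHA wells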
SMARCA2 act – activators of SMARCA2 function | MG213 cells, MMTV-luciferase reporter, dexamethasone, overnight | activation, % at 9.1 µM | 370,000 tested, 1% active; in the data active = activation above about 7.8%;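 note: 0% = vehicle wells and 100% = reference activator wells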
sPLA2-III inh – Blocks human group III sPLA2 activity | inhibition, % at 12.2 µM | QFRET BODIPY PC-A2 liposome hydrolysis, fluorescence | 370,000 tested, 0.56% active;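 active = inhibition above mean plus 3 SD of compounds lying within the high and low control bounds, cut at about 19% in these data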;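 note: 0% = median of test compound wells and 100% = no enzyme DMSO wells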
Target sequence (Q9NZ20 whole entry, looked up): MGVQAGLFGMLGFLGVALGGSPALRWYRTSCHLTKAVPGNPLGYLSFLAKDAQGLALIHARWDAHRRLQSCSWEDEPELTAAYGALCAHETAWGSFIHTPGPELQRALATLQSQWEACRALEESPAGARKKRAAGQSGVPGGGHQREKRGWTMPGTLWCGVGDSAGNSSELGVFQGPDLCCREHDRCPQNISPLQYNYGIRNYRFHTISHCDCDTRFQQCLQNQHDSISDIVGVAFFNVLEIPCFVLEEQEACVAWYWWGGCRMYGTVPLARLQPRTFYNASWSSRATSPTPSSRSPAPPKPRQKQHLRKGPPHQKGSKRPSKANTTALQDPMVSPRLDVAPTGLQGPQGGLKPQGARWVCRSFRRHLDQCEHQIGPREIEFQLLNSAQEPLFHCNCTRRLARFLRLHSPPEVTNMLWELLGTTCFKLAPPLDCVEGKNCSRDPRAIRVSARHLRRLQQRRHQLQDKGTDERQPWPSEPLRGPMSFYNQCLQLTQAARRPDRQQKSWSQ
hgDAF-12 ag – hgDAF-12 agonism, primary luciferase screen. 370,000 tested, 1.8% active. activation, % at 6.8 µM. AID 687014. HEK293 GAL4-hgDAF12 UAS-luciferase reporter, agonist luminescence; normalized to butyrate control;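 active = activation above a cutoff set at the mean of all screened compounds plus 3 SD, cut at about 10% in these data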;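 note: 0% = DMSO wells and 100% = sodium butyrate wells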
PLC-beta3 inh – PLC-beta3 (human) inhibition, primary screen. Q01970. Purified PLC-beta3, fluorogenic substrate, fluorescence. inhibition, % at 12.2 µM. 370,000 tested, 0.18% active. AID 720704; in the data active = inhibition above about 11%;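 note: 0% = median of compound wells on plate and 100% = full blocker control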
DAX1 inh-2 – inhibits human nuclear receptor DAX1. inhibition, % at 6.75 µM. HEK293 Gal4-DAX1 luciferase reporter, luminescence. P51843. 340,000 tested, 0.99% active. AID 504766;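 active = inhibition above the mean over all tested compounds plus 3 SD, cut at about 4.2% in these data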;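 note: 0% = DAX1-transfected cells with DMSO and 100% = empty-vector control cells with DMSO; inhibition shows as a rise in luminescence from relieved DAX1 repression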
Target sequence (P51843 207-470 limits assumed): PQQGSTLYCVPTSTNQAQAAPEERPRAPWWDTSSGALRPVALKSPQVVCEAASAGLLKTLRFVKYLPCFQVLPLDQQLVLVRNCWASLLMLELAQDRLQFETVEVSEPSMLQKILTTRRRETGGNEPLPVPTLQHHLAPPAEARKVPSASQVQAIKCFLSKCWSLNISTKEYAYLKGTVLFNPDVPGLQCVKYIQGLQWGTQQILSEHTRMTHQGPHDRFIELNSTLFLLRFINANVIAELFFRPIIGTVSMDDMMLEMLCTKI
hcDAF-12 act – activators of H. contortus DAF-12 nuclear receptor; HEK293 hcDAF-12 lit1-tk-luc reporter, luminescence; 0% DMSO, 100% Δ7-dafachronic acid; activation, % at 6.8 µM; 370,000 tested, 1.4% active; AID 652067;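 active = activation above the mean of all tested compounds plus 3 SD, cut at about 5.5% in these data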;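 note: 100% = response to 3 µM Δ7-dafachronic acid high control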
Rev-erbA mod – Rev-erb alpha (human) modulation; P20393; Rev-erbα–FITC-DNA binding, fluorescence polarization, 90 min; activity, % at 10 µM; 370,000 tested, 0.79% active; AID 1259318;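 active = activity above about 14%, limit read from the data; passing the limit was not always enough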;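 note: 0% = DMSO wells with 35 nM protein and 100% = DMSO wells with 750 nM protein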
Starred values were filed as active, the others as inactive; / = not tested or not shown.

SMILES	PG9 Ab binder	ssDAF12 agonist	DAX1 inh-1	GAA850 FXN act	SMARCA2 act	sPLA2-III inh	hgDAF-12 ag	PLC-beta3 inh	DAX1 inh-2	hcDAF-12 act	Rev-erbA mod
Cn1c(-n2c(-c3ccco3)nc3ccccc3c2=O)nc2ccccc21	1.3	0.3	-0.4	-1.3	4	8	0.4	-57	-1.9	2.5	0
CSc1nnc(COc2ccc(C)cc2)n1N	-1.6	-0.9	-0.2	-1.6	5	0	1.3	4	0.8	-1.2	-2
Cc1cc(C(=O)N(C)CC(=O)Nc2ccc(F)c(F)c2F)no1	-0.3	-0.8	0.6	1.3	-2	6	-2.2	-8	0.3	-0.2	-2
Cc1ccc[n+](CC(=O)c2ccc(-c3ccccc3)cc2)c1	-0.9	-0.4	-1.1	-0.8	0	-11	-0.3	-7	0.7	1.3	0
Cc1ccccc1C(=O)Nc1ccnc(-c2ccncc2)n1	0.8	-0.8	-0.8	-1.9	-4	6	1.0	2	-0.6	1.7	-5
CSc1nc(-c2ccc(Cl)cc2Cl)[nH]c(=O)c1C#N	0.0	-1.0	0.4	0.1	-5	-22	-3.7	-5	-0.4	0.1	0
CC(C)(C)Cc1cc(N)on1	1.3	-1.4	0.6	-2.5	0	-4	1.4	6	0.9	-2.8	-4
O=C(CCc1ccccc1)NNC(=O)CCc1ccccc1	-3.7	-0.9	0.1	1.2	-1	-6	1.0	-1	1.3	0.1	5
Cc1ccc(C2(c3ccccc3)NC(=O)N(CC(=O)NC3CCS(=O)(=O)C3)C2=O)cc1C (centres undefined)	-0.2	-1.5	0.0	-0.1	-1	-10	0.9	0	-0.8	-1.5	-1
Cc1cc(NC(=O)CSc2nc3ccccc3n2CC(=O)N2CCC(C)CC2)no1	1.8	-0.8	-0.7	-1.1	-2	3	-1.3	-2	-1.1	0.0	0
COc1ccc2c(CC(=O)N[C@@H](Cc3ccccc3)C(=O)O)cc(=O)oc2c1	-1.3	-1.7	0.2	3.1	-1	-3	2.9	-81	-0.2	0.6	-3
N#C/C(=C/c1ccc(Br)o1)C(N)=O	-0.6	-1.8	-1.5	-2.8	2	1	-1.3	4	-2.0	-1.6	2
CCCCNc1nc2ccccc2n1CC(=O)Nc1c(C)cccc1CC	0.4	-1.1	-0.1	-7.5	-2	5	3.2	1	0.2	1.2	-2
COc1ccc(C(=O)N2CCOC2CNC(=O)C(=O)NCCc2ccccc2OC)cc1 (centres undefined)	-1.4	-1.0	-2.4	-0.2	2	-1	-0.9	-3	0.2	-0.2	-6
CCCn1c(N)c(N(CCOC)C(=O)CSCC(=O)Nc2cccc(C)c2)c(=O)[nH]c1=O	5.8	-0.7	-0.2	1.3	-1	1	2.0	-12	0.8	-1.9	-9
Cc1cc(NC(=O)CSc2nc(N)c(NC(=O)c3ccc(F)c(F)c3)c(=O)[nH]2)no1	-0.1	-0.5	0.1	0.7	-1	16	4.7	-5	0.6	-0.1	1
CN(c1ccccc1)S(=O)(=O)c1cccc(NC(=O)c2ccc3ncsc3c2)c1	-0.3	-2.6	-2.6	-2.1	-4	-15	-11	-7	-4.2	-4.3	4
Cc1ccc(NCCC#N)cc1C	-1.2	-1.4	0.3	-2.3	-1	3	0.0	3	0.3	-1.7	-1
Cc1[nH]c2ccccc2c1C(=O)CSc1nc2ccccc2c(=O)n1-c1ccccc1F	-0.9	-0.9	-0.6	/	-1	2	-1.7	2	/	-1.1	5
Cc1cc(C)cc(NC(=O)c2ccc(NC3=NC4CS(=O)(=O)CC4S3)cc2)c1 (centres undefined)	0.1	-0.6	-0.7	3.3	-1	12	-0.8	1	0.5	1.3	3
O=C(CSc1ccc(Br)cc1)N1CCN(S(=O)(=O)c2ccccc2)CC1	-0.8	-1.1	-0.9	-2.0	-1	-14	-1.1	-9	0.1	-2.6	4
COc1cccc(N2CCN(S(=O)(=O)c3cc4c(cc3C)N(C)CCO4)CC2)c1	-0.4	-1.5	-0.6	4.4	-1	-2	-2.4	4	-0.1	-0.7	0
O=C(c1cc2ccccc2oc1=O)N1CCN(S(=O)(=O)c2ccccc2)CC1	-1.8	-1.6	-0.3	1.1	3	-1	0.8	-3	0.5	-1.2	-1
COc1ccc(S(=O)(=O)N2CCN(C(=O)CC3CC4CCC3C4)CC2)cc1 (centres undefined)	1.3	-1.0	0.0	0.9	-1	14	-1.2	3	0.0	-1.1	3
COc1ccccc1CN(C)CC(=O)Nc1cccc(S(=O)(=O)N2CCCCC2)c1	0.8	-1.6	-4.5	-1.8	-3	-19	-1.0	2	-1.6	-2.6	-3
CCN1CCN(CC(=O)Nc2ccc(Cl)c(Cl)c2)C(=O)C1=O	-1.0	-1.1	0.7	2.0	-2	-5	0.2	4	-0.1	1.5	-1
Cc1ccc(S(=O)(=O)N2C3CCCCC3O[C@H]2CC(=O)Oc2ccccc2)cc1 (some centres undefined)	-1.4	-0.6	-1.2	/	-2	-7	-1.3	0	/	0.6	-2
NS(=O)(=O)c1ccc(CCNC(=O)c2cc(-c3ccco3)nc3ccccc23)cc1	1.7	-0.9	-0.3	2.3	7	-17	-1.0	-29	-0.2	-1.1	0
CC(=O)c1cccc(NC(=O)CSC(=O)c2ccccc2)c1	-3.1	-1.3	-0.4	-3.0	-2	-3	-0.7	7	0.1	-0.5	-4
COc1cccc(CNC(=O)CCC(=O)n2ncc3cc(C)ccc32)c1OC	-1.4	-1.2	-0.6	-2.3	-1	1	0.4	3	0.6	0.3	-3
CNS(=O)(=O)c1cc(-c2nnc(N3CCOCC3)c3ccccc23)ccc1C	-1.5	-1.8	-0.1	0.9	1	4	-1.0	-11	-1.1	-0.6	2
Cc1nc(N2CCCCC2)c(C#N)c(C)c1[N+](=O)[O-]	-1.4	-0.5	-0.1	-0.9	-2	4	2.2	3	-1.3	-0.7	-2
Cc1cccn2c(CN3CCNC(=O)CC3)c(C(=O)N(C)CCc3ccccc3)nc12	-3.1	-1.9	-1.4	-0.7	4	5	2.0	1	0.6	0.1	-2
Cc1ccc(-c2nnc(CSc3nnc(COc4ccccc4)n3-c3ccc(C)cc3)o2)cc1	-0.4	0.3	0.0	0.2	-2	-25	1.9	0	-0.7	-0.2	3
CCCCN(C)C/C(O)=C(\C#N)c1nc(-c2ccccc2)cs1	-1.8	-0.8	0.5	3.7	0	-9	2.0	-3	-1.1	-0.8	2
Cc1cccc(-c2cc3nc4c(c(NCc5ccco5)n3n2)CCCC4)c1	-2.3	-0.1	5.0*	6.0	6	-5	12*	-146	1.6	0.2	-5
Cc1ccc(NC(=O)C(C)SCC(=O)Nc2ccc(F)cc2)cc1S(=O)(=O)N1CCOCC1 (centres undefined)	0.9	-0.6	0.7	0.0	-1	-4	-0.5	-5	-0.5	-2.1	-1
O=C(CC1SC(N2CCOCC2)=NC1=O)Nc1ccc(Cl)cc1 (centres undefined)	-1.3	-1.1	0.9	-0.9	2	3	0.3	-1	-0.1	0.3	-1
CCOC(=O)C1(Cc2cccc(OC)c2)CCCN(C(=O)c2cc(C)on2)C1 (centres undefined)	0.1	-0.8	2.8	3.8	1	-4	3.2	-6	2.8	0.1	8
OCC(CO)(CO)n1cnnn1	1.2	-0.9	-0.6	0.3	-3	4	-3.0	0	-0.3	-1.7	-1
O=C(C[n+]1ccc(C(=O)NCc2ccccc2)cc1)c1ccc2c(c1)OCCO2	-2.0	-1.1	-0.4	0.5	-1	0	0.6	-97	0.1	-0.3	2
Cc1ccc(NC(=O)c2cc(C)nc3ccccc23)c(Br)c1	-0.4	-1.3	-0.8	0.6	-1	0	-0.4	-5	0.1	-0.2	4
COc1cccc(CNC(=O)COC(=O)c2ccc(C(=O)c3ccccc3)cc2)c1	-1.1	-0.7	-1.1	1.6	-1	-3	-1.3	-9	1.0	-0.8	0
NC(=O)NC1CCCc2c1[nH]c1ccc(Cl)cc21 (centres undefined)	0.4	-2.0	-0.4	1.5	-2	-18	-1.0	-5	-0.4	-0.6	6
COc1ccc(-n2c(=O)c3c(C)c(C)sc3n(Cc3cccc(F)c3)c2=O)c(OC)c1	0.7	-1.1	-0.2	1.6	0	3	0.4	-7	2.6	-1.4	-8
COCCN1C(=O)CCC1(C)C(=O)NC(C)(C)C (centres undefined)	-0.4	-0.8	0.0	/	-3	-4	1.0	3	/	2.6	-2
CCC(Cc1ccccc1)NC(=O)Cn1ncc2ccsc2c1=O (centres undefined)	-1.2	1.0*	-0.3	3.6	0	0	11*	3	-0.3	5.9*	4
CC1(C)Cc2c(sc(/N=C/N3CCOCC3)c2C#N)C(C)(C)N1	0.4	-0.7	0.0	0.8	4	3	-1.0	8	-0.9	-0.9	1
Cc1c(NC(=O)Nc2ccccc2Cl)sc(=S)n1C	-0.6	-1.9	-0.3	0.3	1	12	-1.7	2	-0.3	-2.3	4
COc1ccccc1CN(C)C(=O)c1cc(-c2cccs2)nc2ccccc12	-1.1	-1.6	-1.6	-2.7	-3	-12	-3.4	-161	-2.0	-2.6	0

The list continues:
SMILES	PG9 Ab binder	ssDAF12 agonist	DAX1 inh-1	GAA850 FXN act	SMARCA2 act	sPLA2-III inh	hgDAF-12 ag	PLC-beta3 inh	DAX1 inh-2	hcDAF-12 act	Rev-erbA mod
O=C(CN1CCN(S(=O)(=O)c2ccc(Br)cc2)CC1)Nc1ccc2c(c1)OCCO2	-2.4	-1.1	-1.7	-1.7	1	-8	-1.4	5	-0.7	-0.5	2
Cc1ccc(-n2nc3ccc(NC(=O)c4ccco4)cc3n2)cc1	0.1	-0.4	0.1	1.6	1	-7	7.7	-176	0.9	0.4	2
CC(C)c1ccc(/C=C/C(=O)NCCCN2CCOCC2)cc1	-1.8	-1.2	0.0	0.1	-3	1	1.5	-5	0.3	-0.2	-4
COc1ccc(CNC(=O)CN2CCC(NC(=O)c3cccc(OC)c3)CC2)cc1	-1.6	-1.1	0.4	-1.1	-4	-1	-0.1	-2	0.0	-2.2	-5
COc1cccc2c1-c1c(C(=O)O)cccc1C2=O	-0.8	-0.8	0.5	0.5	-2	2	0.5	-3	-0.3	-2.2	3
O=C(NCCc1c[nH]c2ccccc12)OCc1cn(-c2cccc(C(F)(F)F)c2)nn1	/	-1.4	-0.3	/	-4	-89	0.7	-5	/	0.8	1
CC(C)CC1C(=O)N(Cc2cn(Cc3ccco3)nn2)CCS(=O)(=O)N1Cc1ccc(-c2ccc(Cl)cc2)cc1 (centres undefined)	-0.8	-1.6	-1.4	-1.0	-8	-41	-2.2	-5	0.1	-2.1	3
CCOc1cc(N2CCOCC2)c(OCC)cc1NC(=O)c1cnccn1	-2.7	-1.1	-1.0	1.8	-3	18	-1.8	4	/	-0.3	-7
CCOC(=O)Cc1csc(NC(=O)CSc2nnc3ccccn23)n1	-3.5	-1.4	0.6	0.1	-1	1	-2.0	4	-0.2	-0.3	4
Cc1ccc(C)c(NC(=O)CSc2nc3c(oc4ccccc43)c(=O)n2-c2ccccc2)c1	0.1	-0.7	-1.4	0.1	-3	7	4.5	5	-0.9	0.6	1

Bioassay records from PubChem BioAssay.
